Source: PubChem BioAssay (several laboratories)
Mtb UGM inh = inhibitors of M. tuberculosis UDP-galactopyranose mutase | AID 504406 | purified UGM, fluorescence polarization probe displacement | inhibition, % at 10 µM | P9WIQ1 | actives 0.06% (n = 320,000); in the data active means inhibition above about 10%, passing the limit was not always enough; inconclusive means no clear call, values can overlap the other calls
VHR inh abs = DUSP3 (human) phosphatase inhibition | P51452 | recombinant VHR phosphatase, pNPP absorbance | inhibition, % at 13.3 µM | actives 0.52% (n = 290,000) | AID 1654; in the data active means inhibition above about 50%; further: some compounds called inactive have numbers as strong as hits
Target sequence (P51452 whole entry, looked up): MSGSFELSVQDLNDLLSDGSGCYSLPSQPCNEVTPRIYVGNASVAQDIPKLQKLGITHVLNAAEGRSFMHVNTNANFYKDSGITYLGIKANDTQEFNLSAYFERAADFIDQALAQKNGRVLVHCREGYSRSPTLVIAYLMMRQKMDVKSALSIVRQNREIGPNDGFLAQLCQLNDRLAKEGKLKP
GDH-TPI counter = counter-screen for M. tuberculosis FBA inhibitors: GDH-TPI coupled enzymes; actives 1.2% (n = 360,000); GDH-TPI coupled enzyme counterscreen, NADH absorbance; AID 588335; inhibition, % at 4.8 µM;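 further: 0% = DMSO wells and 100% = wells lacking the enzyme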
CCHF vOTU inh = blocks the CCHF virus ovarian tumor domain protease. AID 651958. actives 0.55% (n = 370,000). inhibition, % at 11.5 µM. CCHFV vOTU protease, Pep-AMC fluorescence; further: 0% = vehicle wells with enzyme and 100% = no enzyme wells
BoNT F protease = inhibitors of Botulinum neurotoxin F light chain protease. Multiplex microsphere protease cleavage assay, flow cytometry. inhibition, % at 10 µM. actives 0.22% (n = 360,000); in the data active means inhibition above about 35%, passing the limit was not always enough; inconclusive means no clear call, values can overlap the other calls; further: plate controls were buffer without enzyme for full effect and enzyme alone for no effect
Rv3671c inh = Rv3671c (M. tuberculosis) protease inhibition | AID 2606 | inhibition, % at 5.96 µM | actives 0.048% (n = 320,000); in the data active means inhibition above about 38%;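 further: extracellular domain of Rv3671c used as enzyme; 0% = enzyme with DMSO and 100% = no enzyme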
Target sequence (P9WHR9 whole entry, looked up, the tested form may be a part): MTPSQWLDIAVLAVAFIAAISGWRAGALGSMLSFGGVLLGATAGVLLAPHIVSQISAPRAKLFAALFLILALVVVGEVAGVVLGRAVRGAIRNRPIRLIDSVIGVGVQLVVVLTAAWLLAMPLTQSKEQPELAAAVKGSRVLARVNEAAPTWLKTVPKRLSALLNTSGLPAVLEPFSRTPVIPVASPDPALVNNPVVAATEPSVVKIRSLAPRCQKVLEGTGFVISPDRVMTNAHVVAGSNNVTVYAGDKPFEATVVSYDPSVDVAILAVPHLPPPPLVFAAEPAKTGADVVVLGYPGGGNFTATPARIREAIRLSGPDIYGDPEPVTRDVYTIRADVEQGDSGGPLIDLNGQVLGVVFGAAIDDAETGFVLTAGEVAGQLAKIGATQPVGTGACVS
FadD28 FP inh = M. tuberculosis FadD28 bisubstrate binding inhibition; FadD28 bisubstrate probe binding, fluorescence polarization; inhibition, % at 12.5 µM; actives 0.22% (n = 360,000); AID 588549; in the data active means inhibition above about 8.5%, passing the limit was not always enough; inconclusive means no clear call, values can overlap the other calls
Mtb FBA inh = inhibits M. tuberculosis FBA enzyme; inhibition, % at 1 µM; purified M. tuberculosis FBA, fluorescence read-out; actives 2.3% (n = 360,000); P9WQA3; AID 588726; in the data active means inhibition above about 27%;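 further: 0% = vehicle and 100% = reference inhibitor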
Target sequence (P9WQA3 whole entry, looked up): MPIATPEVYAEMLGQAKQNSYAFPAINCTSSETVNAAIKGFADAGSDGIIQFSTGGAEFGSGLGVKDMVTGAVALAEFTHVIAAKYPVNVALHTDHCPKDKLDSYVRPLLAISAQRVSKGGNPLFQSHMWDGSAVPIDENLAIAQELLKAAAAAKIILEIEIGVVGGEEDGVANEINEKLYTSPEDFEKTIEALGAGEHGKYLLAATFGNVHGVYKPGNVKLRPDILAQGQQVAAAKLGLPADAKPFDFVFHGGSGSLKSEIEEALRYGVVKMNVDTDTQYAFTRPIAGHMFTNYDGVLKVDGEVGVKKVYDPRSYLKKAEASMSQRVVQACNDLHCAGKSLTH
Mtb BioA inh = inhibitors of Mycobacterium tuberculosis BioA enzyme. AID 602481. purified M. tuberculosis BioA enzyme, plate reader. inhibition, % at 9.99 µM. actives 0.096% (n = 360,000); in the data active means inhibition above about 40%; inconclusive means no clear call, values can overlap the other calls
MazF activator = MazEF (E. coli) toxin RNase activation; P0AE70; FAM/BHQ RNA-DNA oligo cleavage fluorescence, 5 h; activation, % at 20 µM; actives 0.32% (n = 350,000); in the data active means activation above about 50%
Target sequence (P0AE70 whole entry, looked up): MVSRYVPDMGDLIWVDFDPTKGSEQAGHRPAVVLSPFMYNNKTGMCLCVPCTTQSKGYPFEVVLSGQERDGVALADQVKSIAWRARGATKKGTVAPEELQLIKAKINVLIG
* hit, by the source's call; ? = inconclusive; . = not tested or not shown. Unless noted, no stated cut-off is given here; in the data, active means inhibition above about 30%; inactive means the rest.

SMILES	Mtb UGM inh	VHR inh abs	GDH-TPI counter	CCHF vOTU inh	BoNT F protease	Rv3671c inh	FadD28 FP inh	Mtb FBA inh	Mtb BioA inh	MazF activator
CCn1ncc(S(=O)(=O)NCc2ccccc2Cl)c1C	-1.2	8	-9	10	-2	-14	-0.5	0	1.2	1
CCOCCCNc1nc2c(C)cccn2c(=O)c1/C=C1\SC(=S)N(C(C)CC)C1=O (stereo not drawn)	6.6	6	0	-5	.	-27	-9.4	2	2.3	603*
COc1ccc(NC(=O)Nc2c[nH]c(=O)[nH]c2=O)cc1OC	-3.3	20	-8	8	-6	-7	-2.1	1	-2.1	-10
Cc1ccc2[nH]c(=O)c3cc(C(=O)NC(C)C)sc3c2c1	-2.4	16	19	-42	-13	-20	-2.8	74*	.	3
CCCc1c(NC(=O)Nc2ccc(F)cc2)cnn1-c1ccc(Cl)cc1	-0.2	1	3	-4	-4	1	-2.6	1	.	-15
O=C(Nc1cc(C(F)(F)F)ccc1N1CCOCC1)c1ccc(Cl)nc1	0.3	-23	8	-3	-1	-1	0.5	0	-1.0	-4
Cc1ccc(CCC(=O)Nc2ccc(CC(=O)O)cc2)o1	1.2	11	-4	0	20	-6	-0.8	1	-0.7	6
OCC#CCSc1nnc(-c2ccccc2Br)o1	3.6	-9	7	4	-10	9	-0.4	2	0.7	9
CS(=O)(=O)c1ccc(Cl)c(NC(=O)COC(=O)/C=C/c2cnc3ccccc3n2)c1	0.6	13	1	-7	-8	8	-1.9	0	.	7
CC1CCC2(CC1)NC(=O)N(CC(=O)c1ccc(Cl)s1)C2=O (stereo not drawn)	-3.8	-23	-3	18	-4	-3	-2.9	-1	-0.8	-4
C[C@H](NC(=O)OC(C)(C)C)C(=O)N/N=C/c1ccc2nccnc2c1	0.5	9	8	-3	.	-3	-0.6	0	-1.9	-4
CCCC1CCC(c2ccc(/C(N)=N/O)cc2)CC1 (stereo not drawn)	-0.3	27	0	8	-10	5	0.8	3	.	-4
CCOC(=O)C1=C(C)NC(=O)NC1c1c(O)ccc2ccccc12 (stereo not drawn)	1.7	17	-14	1	0	9	-0.5	1	2.8	7
Cc1ccc(C(=O)N/N=C/c2c(O)ccc3ccccc23)cn1	-11	12	29	2	-23	6	-1.2	-4	-1.9	-149
OCC(Br)CBr (stereo not drawn)	0.1	.	5	8	-4	3	-0.1	1	-1.9	0

An excerpt from above in order of molar mass, ascending.
SMILES	Mtb UGM inh	VHR inh abs	GDH-TPI counter	CCHF vOTU inh	BoNT F protease	Rv3671c inh	FadD28 FP inh	Mtb FBA inh	Mtb BioA inh	MazF activator
CCCC1CCC(c2ccc(/C(N)=N/O)cc2)CC1 (stereo not drawn)	-0.3	27	0	8	-10	5	0.8	3	.	-4
Cc1ccc2[nH]c(=O)c3cc(C(=O)NC(C)C)sc3c2c1	-2.4	16	19	-42	-13	-20	-2.8	74*	.	3
Cc1ccc(C(=O)N/N=C/c2c(O)ccc3ccccc23)cn1	-11	12	29	2	-23	6	-1.2	-4	-1.9	-149
COc1ccc(NC(=O)Nc2c[nH]c(=O)[nH]c2=O)cc1OC	-3.3	20	-8	8	-6	-7	-2.1	1	-2.1	-10
CCn1ncc(S(=O)(=O)NCc2ccccc2Cl)c1C	-1.2	8	-9	10	-2	-14	-0.5	0	1.2	1
OCC#CCSc1nnc(-c2ccccc2Br)o1	3.6	-9	7	4	-10	9	-0.4	2	0.7	9
CCOC(=O)C1=C(C)NC(=O)NC1c1c(O)ccc2ccccc12 (stereo not drawn)	1.7	17	-14	1	0	9	-0.5	1	2.8	7
CC1CCC2(CC1)NC(=O)N(CC(=O)c1ccc(Cl)s1)C2=O (stereo not drawn)	-3.8	-23	-3	18	-4	-3	-2.9	-1	-0.8	-4
C[C@H](NC(=O)OC(C)(C)C)C(=O)N/N=C/c1ccc2nccnc2c1	0.5	9	8	-3	.	-3	-0.6	0	-1.9	-4
CCCc1c(NC(=O)Nc2ccc(F)cc2)cnn1-c1ccc(Cl)cc1	-0.2	1	3	-4	-4	1	-2.6	1	.	-15
O=C(Nc1cc(C(F)(F)F)ccc1N1CCOCC1)c1ccc(Cl)nc1	0.3	-23	8	-3	-1	-1	0.5	0	-1.0	-4
CS(=O)(=O)c1ccc(Cl)c(NC(=O)COC(=O)/C=C/c2cnc3ccccc3n2)c1	0.6	13	1	-7	-8	8	-1.9	0	.	7
CCOCCCNc1nc2c(C)cccn2c(=O)c1/C=C1\SC(=S)N(C(C)CC)C1=O (stereo not drawn)	6.6	6	0	-5	.	-27	-9.4	2	2.3	603*

(cont.)
SMILES	Mtb UGM inh	VHR inh abs	GDH-TPI counter	CCHF vOTU inh	BoNT F protease	Rv3671c inh	FadD28 FP inh	Mtb FBA inh	Mtb BioA inh	MazF activator
O=C(COC(=O)Cc1ccccc1[N+](=O)[O-])NNC(=O)c1ccc([N+](=O)[O-])cc1	-0.4	.	0	-4	-2	0	-3.1	1	-0.3	4
CCC(C)NS(=O)(=O)c1ccc(-c2csnn2)s1 (stereo not drawn)	-2.6	-24	0	1	-3	-1	0.1	1	14	-3
CCOc1ccc(-c2cn(-c3cccc(SC)c3)c(=O)[nH]2)cc1	0.2	-7	3	11	0	-1	-3.9	2	-0.9	-8
CCOC(=O)N1CCC(NC(=O)CN2C(=O)COc3ccc(C(C)(C)C)cc32)CC1	-2.7	26	-3	2	-7	-3	-2.9	-8	-3.0	10
O=C(Cc1ccc(S(=O)(=O)N2CCOCC2)s1)N1CCN(S(=O)(=O)c2ccccc2F)CC1	.	.	-5	-12	18	.	-1.9	-2	2.9	4
Cc1ccc(CSCCNS(=O)(=O)c2ccc(C)cc2)cc1	-1.1	-7	9	6	1	-9	-5.6	1	.	-6
COc1ccc(N(C(=O)C(C)C)S(=O)(=O)c2cccc([N+](=O)[O-])c2)cc1	-0.2	38	1	4	-2	4	-1.9	1	-0.2	2
C=C1C(C)C2C(Cc3ccccc3)NC(=O)C23OC(=O)/C=C/C(O)CCCC(C)C/C=C/C3C1O (stereo not drawn)	.	.	5	-5	4	.	-3.9	0	.	8
CC(C)(C)NC(=O)NC(=O)CN1CCN(Cc2ccccc2)CC1	-1.4	15	3	-9	2	6	-2.2	0	.	0
CC(C)CC(=O)Nc1nnc(CCc2ccccc2)s1	0.1	0	-2	-5	-10	-1	0.9	1	-2.2	7
Cc1ccccc1CSc1ccc(S(=O)(=O)N2CCCC2)cn1	1.4	.	4	2	-4	-1	-1.3	-1	.	-9
CCN(CC)CCN1C(=O)C(=O)/C(=C(/O)c2ccc(OC(C)C)cc2)C1c1ccncc1 (stereo not drawn)	-2.1	9	2	0	-3	1	-1.8	1	0.3	5
COc1ccc(OCC(=O)N2CCN(S(=O)(=O)c3ccc(Cl)cc3)CC2)cc1	-0.8	-2	-3	-16	-2	-3	-2.2	2	1.0	2
Cc1nc2ccccc2c(C)c1CC(=O)N(C)CC(=O)Nc1cccc(F)c1	0.3	.	2	-4	1	-1	-1.1	0	.	1
CC1=CC(=O)CC(C)(C)[C@@]1(O)/C=C/[C@@H](C)O[C@@H]1O[C@H](CO)[C@@H](O)[C@H](O)[C@H]1O	.	.	5	-9	-4	6	0.7	1	0.0	9
COc1ccc(CCNC(=O)CCCCCNc2nc(=S)[nH]c3ccccc23)cc1OC	-0.6	25	8	6	-10	-17	-1.5	2	-0.8	7
Cc1cc(NC(=O)CS(=O)(=O)Cc2ccccc2)no1	-2.8	22	5	-12	-6	0	-2.7	1	.	-12
O=C(O)c1ccc(N/N=C/c2cccc(C(F)(F)F)c2)cc1	-0.5	-14	9	21	32	0	2.7	0	0.1	1
Cc1ccnc(SC2CC(=O)N(c3ccc(Cl)cc3)C2=O)n1 (stereo not drawn)	1.8	31	2	10	?	.	-1.6	4	-0.1	6
Cc1cccc(C)c1-n1c(SCC(=O)NCc2ccco2)nc2ccccc2c1=O	.	44	5	-10	-5	1	-5.4	1	13	-6
CC(=O)Nc1ccc(C(=O)OCC(=O)NCc2ccc3c(c2)OCO3)cc1	0.1	.	15	16	-10	-3	-1.0	4	-0.2	3
CC1(C)CC(=O)c2sc(NS(=O)(=O)Cc3ccccc3)nc2C1	3.7	-3	50*	13	2	-2	-1.6	-1	-0.6	8
O=C1CCCN1CCCNc1ccc2nnc(CCC(=O)N3CCN(c4ccccc4)CC3)n2n1	-1.2	17	-6	-8	-1	-3	0.0	2	0.3	4
O=C(CSc1ccccc1)Nc1ccc(S(=O)(=O)Nc2ncccn2)cc1	1.6	-2	4	14	-9	-1	-0.5	-2	-5.0	6
O=C(NCc1cccnc1)c1cccc(NC(=O)c2ccco2)c1	5.0	30	10	0	10	4	-1.9	3	2.4	0
Cn1c(=O)c(C(=O)CN2CCCCC2)c(N)n(Cc2ccccc2)c1=O	0.3	15	-15	10	-6	0	-3.7	-5	1.4	3
COc1cc(C(c2c(C)[nH][nH]c2=O)c2c(C)[nH][nH]c2=O)ccc1OS(=O)(=O)c1ccc(C)cc1	-1.7	28	4	-6	-10	-7	-1.6	-4	0.9	-6
COc1ccc(NC(=O)CN(C)C(=O)C2=NN(c3ccccc3)C(=O)CC2)cc1	-0.4	.	-2	0	-4	6	-2.5	-1	0.4	-1
COc1ccc(CCC(=O)OCC(=O)N(C)c2c(N)n(Cc3ccccc3)c(=O)[nH]c2=O)cc1	1.7	.	7	0	?	-11	0.8	7	0.0	-1
COc1ccc(S(=O)(=O)NCc2cccnc2)cc1NC(=O)c1ccc(Cl)cc1	-0.1	.	-5	2	2	11	-4.9	-3	26	1
C/C(=N/NS(=O)(=O)c1ccc(Cl)cc1)c1ccncc1	3.3	14	-16	-2	22	-5	-2.9	-3	0.4	3
O=c1ccc2cc(S(=O)(=O)N3CCN(c4ccccc4)CC3)ccc2[nH]1	-3.6	21	9	12	-10	4	1.1	5	-2.6	0
CC(=O)c1cccc(NC(=O)C2C3C=CC(C3=C(c3ccccc3)c3ccccc3)C2C(=O)O)c1 (stereo not drawn)	-1.9	1	-3	20	4	-10	-0.6	4	0.5	-12
Cn1cc(-c2coc3c(C(=O)NCc4cccs4)cccc23)cn1	.	.	-7	.	-4	.	-2.9	0	3.9	.
CC1(C)CCc2cc(CN3CCN(c4ccccn4)CC3)ccc2O1	0.3	12	-12	-10	-13	-4	-0.2	2	-0.5	5
CCOc1ccc(-n2c(=O)c3sccc3n(CC(=O)NCc3ccco3)c2=O)cc1	-1.1	7	-1	-3	9	0	-1.6	0	-1.6	-7
CCCn1c(=O)c(C(=O)NCc2ccco2)c(O)c2ccccc21	-1.8	-19	-7	-14	-2	0	-2.2	0	.	-20
Cc1cccc(C(=O)N/N=C/c2ccc(OCC(=O)N3CCCCC3)cc2)c1	2.6	-1	23	16	-11	1	-1.6	1	-2.0	3
Cc1cc(C(=O)OCC(=O)NCc2ccc(Cl)cc2Cl)c(C)o1	-2.9	.	4	-4	-3	1	-1.6	-2	-1.3	-10
COc1cccc(CNC(=O)CNC(=O)N2CC(=O)Nc3ccccc32)c1	0.1	-10	-4	7	-5	-1	0.0	5	-2.1	-1
O=C(/C=C/c1cccs1)c1ccc(Br)cc1	-1.2	27	27	11	-5	-9	-1.4	-2	-1.0	0
CC(=O)Nc1ccc(NC(=O)C2CCCCN2S(=O)(=O)c2ccc(C(C)(C)C)cc2)cc1 (stereo not drawn)	1.2	7	8	4	-2	3	-0.2	4	-0.1	-5
COc1ccc(NS(=O)(=O)c2cc(NC(=O)c3ccco3)ccc2N2CCCCC2)cc1	0.8	5	11	19	-5	-16	0.7	1	.	0
COc1cccc(C(=O)C2CCCN(Cc3cccc4c3OCO4)C2)c1 (stereo not drawn)	0.4	21	0	-7	0	0	-0.1	-4	.	-3

An unsorted share of the library. Share with any hit: about 4.9%.
